MITF primary: MITF inhibitors, primary screen, biochemical, AlphaScreen, human; AlphaScreen MITF homodimerization, bead proximity signal; inhibition, % at 2.6 µM; hit rate 0.91% among 650,000; AID 1259374, 2018; in the data active = inhibition above about 50%;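 also: 0% = vehicle wells with protein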
Target sequence (O75030 whole entry, looked up): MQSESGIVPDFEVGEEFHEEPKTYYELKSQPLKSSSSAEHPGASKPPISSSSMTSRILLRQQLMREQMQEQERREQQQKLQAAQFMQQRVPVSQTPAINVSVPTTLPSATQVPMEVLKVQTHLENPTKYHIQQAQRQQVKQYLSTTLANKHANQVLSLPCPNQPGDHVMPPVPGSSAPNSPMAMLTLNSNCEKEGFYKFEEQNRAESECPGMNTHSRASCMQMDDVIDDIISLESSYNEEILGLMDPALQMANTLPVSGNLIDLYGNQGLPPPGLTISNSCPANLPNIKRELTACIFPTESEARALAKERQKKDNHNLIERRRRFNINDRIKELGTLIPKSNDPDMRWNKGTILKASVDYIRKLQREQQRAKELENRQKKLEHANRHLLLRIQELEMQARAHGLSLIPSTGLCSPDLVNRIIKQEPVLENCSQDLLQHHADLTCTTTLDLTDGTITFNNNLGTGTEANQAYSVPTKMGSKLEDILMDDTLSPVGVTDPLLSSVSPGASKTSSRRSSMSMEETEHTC
FBW7 act: FBW7 E3 ligase activators, primary screen, biochemical, AlphaScreen, human; AlphaScreen FBW7–phospho-cyclin E peptide binding, activator screen; normalized activity (activation), % at 26.1 µM; AID 1259310, 2017; hit rate 0.13% among 650,000; F-box/WD repeat-containing protein 7 (Homo sapiens), Q969H0; in the data active = normalized activity above about 1.9%;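 also: purified mutant Fbw7 with reduced substrate affinity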
GPR151 ag: activators of human GPR151, primary screen, cell-based, PathHunter beta-arrestin, luminescence; G-protein coupled receptor 151 (Homo sapiens), Q8TDV0; PathHunter beta-arrestin GPR151 cells; activation, % at 11.2 µM; hit rate 1% among 650,000; AID 1508602, 2020; in the data active = activation above about 4.9%;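 also: 0% = median of compound wells and 100% = cells with positive control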
Target sequence (Q8TDV0 whole entry, looked up): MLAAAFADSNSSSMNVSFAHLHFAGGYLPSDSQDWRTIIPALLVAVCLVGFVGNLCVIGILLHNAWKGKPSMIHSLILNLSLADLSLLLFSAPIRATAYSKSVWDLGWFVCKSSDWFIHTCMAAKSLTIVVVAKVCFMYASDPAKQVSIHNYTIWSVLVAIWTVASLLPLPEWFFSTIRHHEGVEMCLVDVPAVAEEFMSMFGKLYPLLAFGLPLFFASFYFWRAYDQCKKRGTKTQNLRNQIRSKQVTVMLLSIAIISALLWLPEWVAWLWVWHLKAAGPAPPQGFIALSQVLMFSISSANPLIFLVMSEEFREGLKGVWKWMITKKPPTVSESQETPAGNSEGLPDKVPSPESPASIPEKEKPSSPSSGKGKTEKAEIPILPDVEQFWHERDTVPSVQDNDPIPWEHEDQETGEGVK
TEAD-YAP inh: TEAD-YAP interaction inhibition, primary screen, TEAD-YAP interaction inhibitor project, luminescence, HEK-TIYL cells | TEAD-Gal4/YAP UAS-luciferase luminescence | inhibition, % at 9.12 µM | hit rate 1.4% among 640,000 | AID 1259422, 2018; in the data active = inhibition above about 32%;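 also: 0% = median of test compound wells and 100% = reference inhibitor wells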
* = called active by the depositor. This is a random part of the collection; 3.4% or so of the library scored in one or more.

`CC(C)(C)OC(=O)C(C)(C(=O)OC(C)(C)C)c1ccc2nnnn2n1` gave MITF primary -2, FBW7 act 0.0, GPR151 ag 0.1 and TEAD-YAP inh -2.
`O=C(Nc1ccc(Br)cc1)c1cccnc1` gave MITF primary 0, FBW7 act 0.0, GPR151 ag 0.0 and TEAD-YAP inh -9.
COC(=O)c1cc(CNC(=O)CCc2ccc(C)cc2)cc(NC(=O)c2cnccn2)c1 was read as MITF primary 5, FBW7 act 0.0, GPR151 ag -1.4 and TEAD-YAP inh -13.
Cc1cc([N+](=O)[O-])nn1CCCC(=O)Nc1sc2c(c1C(N)=O)CCC(C)C2 (stereo not drawn) was read as MITF primary 4, FBW7 act 0.0, GPR151 ag -1.2 and TEAD-YAP inh 3.
For COc1cc2c(C(=O)O)c(-c3ccc(F)cc3Cl)n(C)c(=O)c2cc1OC the results were MITF primary 4, FBW7 act 0.2, GPR151 ag 2.0 and TEAD-YAP inh 15.
OCCNCCCCCOc1ccccc1Cl was read as MITF primary 10, FBW7 act 0.2, GPR151 ag 0.0 and TEAD-YAP inh -6.
Screening O=C(CNCC1CCCCC1)Nc1ccc(CN2CCCCC2)cc1 returned MITF primary 63*, FBW7 act 0.0, GPR151 ag -0.5 and TEAD-YAP inh -1.
For COC(=O)C1=C(C)N=c2s/c(=C/c3ccccc3)c(=O)n2C1c1ccc(C(C)C)cc1 (stereo not drawn) the results were MITF primary 10, FBW7 act 0.0, GPR151 ag -0.2 and TEAD-YAP inh 4.
For O=C(NC(c1ccccc1)c1ccccn1)C1CCN(C(=O)CCC2CCCC2)CC1 (stereo not drawn) the results were MITF primary -10, FBW7 act -0.1, GPR151 ag 0.8 and TEAD-YAP inh 6.
For CCOC(=O)C(Cc1ccccc1)NC(=O)CNC(=O)CNC(=O)OCc1ccccc1 (stereo not drawn) the results were MITF primary -4, FBW7 act 0.0, GPR151 ag 0.6 and TEAD-YAP inh -4.
Screening O=C(NCCN1CCOCC1)c1ccc2nc(Nc3nccc4ccccc34)sc2c1 returned MITF primary 11, FBW7 act 0.3, GPR151 ag -0.7 and TEAD-YAP inh -14.
Screening CCc1cccc(C)c1NC(=S)N(Cc1cccs1)C1CCCC1 returned MITF primary -7, FBW7 act 0.0, GPR151 ag -0.9 and TEAD-YAP inh -8.
For Nc1ccc2oc(-c3cccc(Br)c3)nc2c1 the results were MITF primary 9, FBW7 act 0.2, GPR151 ag 0.5 and TEAD-YAP inh -42.
For CCOC(=O)c1sc2nc(SCC(=O)c3ccc(Br)cc3)n(CC3CCCO3)c(=O)c2c1C (stereo not drawn) the results were MITF primary 2, FBW7 act 0.4, GPR151 ag 0.7 and TEAD-YAP inh -1.
Screening CC(C)CNC(=O)c1ccc(N2CC3CC(C2)c2cccc(=O)n2C3)c(NC(=O)c2ccc(Br)o2)c1 (stereo not drawn) returned MITF primary -12, FBW7 act 0.5, GPR151 ag 0.5 and TEAD-YAP inh 23.
`Cc1ccc(S(=O)(=O)Nc2ccc(Br)cc2)cc1C(N)=O` gave MITF primary -1, FBW7 act 0.0, GPR151 ag -0.5 and TEAD-YAP inh -3.
Screening O=C(Nc1c(-c2ccc(F)cc2)nc2ccccn12)c1ccc(Cl)c([N+](=O)[O-])c1 returned MITF primary 0, FBW7 act -0.3, GPR151 ag 2.1 and TEAD-YAP inh -7.
COc1ccccc1NC(=O)N1CCCC1C(=O)NCc1ccccc1F (stereo not drawn) was read as MITF primary 10, FBW7 act -0.1, GPR151 ag 0.9 and TEAD-YAP inh 4.
Screening CN(S(=O)(=O)c1ccc2c(c1)OCCO2)S(=O)(=O)c1cccs1 returned MITF primary 0, FBW7 act 0.1, GPR151 ag 2.0 and TEAD-YAP inh -2.
Clc1ccc(C(c2nnnn2-c2ccccc2)N2CCOCC2)cc1 (stereo not drawn) was read as MITF primary 6, FBW7 act -0.1, GPR151 ag -1.2 and TEAD-YAP inh -4.

The closing 6 compounds of the section above open the next one:
Screening CC(C)CNC(=O)c1ccc(N2CC3CC(C2)c2cccc(=O)n2C3)c(NC(=O)c2ccc(Br)o2)c1 (stereo not drawn) returned MITF primary -12, FBW7 act 0.5, GPR151 ag 0.5 and TEAD-YAP inh 23.
`Cc1ccc(S(=O)(=O)Nc2ccc(Br)cc2)cc1C(N)=O` gave MITF primary -1, FBW7 act 0.0, GPR151 ag -0.5 and TEAD-YAP inh -3.
Screening O=C(Nc1c(-c2ccc(F)cc2)nc2ccccn12)c1ccc(Cl)c([N+](=O)[O-])c1 returned MITF primary 0, FBW7 act -0.3, GPR151 ag 2.1 and TEAD-YAP inh -7.
COc1ccccc1NC(=O)N1CCCC1C(=O)NCc1ccccc1F (stereo not drawn) was read as MITF primary 10, FBW7 act -0.1, GPR151 ag 0.9 and TEAD-YAP inh 4.
Screening CN(S(=O)(=O)c1ccc2c(c1)OCCO2)S(=O)(=O)c1cccs1 returned MITF primary 0, FBW7 act 0.1, GPR151 ag 2.0 and TEAD-YAP inh -2.
Clc1ccc(C(c2nnnn2-c2ccccc2)N2CCOCC2)cc1 (stereo not drawn) was read as MITF primary 6, FBW7 act -0.1, GPR151 ag -1.2 and TEAD-YAP inh -4.
Cn1cc(C(=O)O)c(=O)c2cc(S(=O)(=O)N3CCCCCC3)ccc21 was read as MITF primary -1, FBW7 act -0.1, GPR151 ag -0.1 and TEAD-YAP inh 8.
Screening O=C(Nc1ccccc1C(F)(F)F)c1ccc(F)c([N+](=O)[O-])c1 returned MITF primary 2, FBW7 act -0.1, GPR151 ag -1.6 and TEAD-YAP inh -18.
Screening COc1ccc(-n2c(=S)[nH]c3cc(C(=O)Nc4ccc(C)c(F)c4)ccc3c2=O)cc1 returned MITF primary 1, FBW7 act -0.1, GPR151 ag 0.0 and TEAD-YAP inh 3.
O=C(Nc1nccs1)C1CCN(C(=O)C2c3ccccc3Oc3ccccc32)CC1 was read as MITF primary 10, FBW7 act -0.1, GPR151 ag 2.8 and TEAD-YAP inh -10.
CC(C)C(NC(=O)Nc1ccc(Cl)cc1Cl)C(=O)O (stereo not drawn) was read as MITF primary 10, FBW7 act 0.5, GPR151 ag -1.7 and TEAD-YAP inh 9.
For CCc1ccccc1N(CC(=O)NCCOC)C(=O)CCC(=O)Nc1ccccn1 the results were MITF primary 18, FBW7 act 0.4, GPR151 ag 0.8 and TEAD-YAP inh 1.
`COC(=O)C1=C(C)NC(=O)N(C(C)=O)C1c1ccc(OC)cc1` (stereo not drawn) gave MITF primary 6, FBW7 act 0.1, GPR151 ag -2.1 and TEAD-YAP inh 3.
CN(Cc1cnn(C)c1)c1nc2nonc2nc1NCc1cccs1 was read as MITF primary 3, FBW7 act 0.1, GPR151 ag -0.3 and TEAD-YAP inh -8.
CN(C)c1cccc(Nc2cccc(C(=O)NCc3ccccc3)n2)c1 was read as MITF primary 10, FBW7 act 0.3, GPR151 ag 0.2 and TEAD-YAP inh 4.
Screening N#CC1=C2NC(=O)c3c(sc4c3CCCCC4)N2C2=C(C(=O)CCC2)C1c1ccc(F)cc1 (stereo not drawn) returned MITF primary 12, FBW7 act 0.0, GPR151 ag -0.7 and TEAD-YAP inh 4.

Two entries drawn at random from those above:
For CCOC(=O)c1sc2nc(SCC(=O)c3ccc(Br)cc3)n(CC3CCCO3)c(=O)c2c1C (stereo not drawn) the results were MITF primary 2, FBW7 act 0.4, GPR151 ag 0.7 and TEAD-YAP inh -1.
OCCNCCCCCOc1ccccc1Cl was read as MITF primary 10, FBW7 act 0.2, GPR151 ag 0.0 and TEAD-YAP inh -6.

(next part)
For CC(=O)Nc1ccc(C(=O)CSc2nc3nc(C)cc(C)c3c(=O)[nH]2)cc1 the results were MITF primary -5, FBW7 act 0.6, GPR151 ag 1.8 and TEAD-YAP inh -3.
Screening CCOC(=O)CSc1cc(NCCO)c([N+](=O)[O-])c2nonc12 returned MITF primary -5, FBW7 act -0.3, GPR151 ag -2.4 and TEAD-YAP inh -9.
`CCN(CC)Cc1ccc(C(=O)NC2CCC(O)CC2)c(=O)[nH]1` (stereo not drawn) gave MITF primary 6, FBW7 act 0.0, GPR151 ag -0.4 and TEAD-YAP inh 9.
`Cc1cccc(NC(=O)c2ccc(NCCCN3CCN(c4cccc(Cl)c4)CC3)c([N+](=O)[O-])c2)c1` gave MITF primary 8, FBW7 act -0.4, GPR151 ag 0.4 and TEAD-YAP inh 0.
`Clc1ccc(Nc2ncnc3c2c(-c2ccccc2)cn3-c2ccccc2)cc1` gave MITF primary 9, FBW7 act -0.1, GPR151 ag 0.3 and TEAD-YAP inh -5.
`CNC(=O)CN1C(=O)COc2ccc(S(=O)(=O)N3CCCC3)cc21` gave MITF primary 9, FBW7 act 0.4, GPR151 ag 2.3 and TEAD-YAP inh 1.
Screening CCOC(=O)CC(NS(=O)(=O)c1cc(C)c(OC)cc1C)c1ccc(OC)cc1 (stereo not drawn) returned MITF primary -1, FBW7 act 0.0, GPR151 ag 1.3 and TEAD-YAP inh 7.
For Cc1cccc(N2CCN(C(=O)CNC(=O)C34CC5CC(CC(C5)C3)C4)CC2)c1C the results were MITF primary -4, FBW7 act 0.0, GPR151 ag 0.3 and TEAD-YAP inh 4.
COc1cc(C2C3=C(CC(c4cccc(F)c4)CC3=O)Nc3ccccc3N2C(=O)Nc2ccc(Cl)c(Cl)c2)cc(OC)c1OC (stereo not drawn) was read as MITF primary 10, FBW7 act -0.1, GPR151 ag 0.7 and TEAD-YAP inh 0.
Screening CC(C)Sc1nnc(NC(=O)c2cccs2)s1 returned MITF primary 0, FBW7 act -0.1, GPR151 ag 0.4 and TEAD-YAP inh -21.
Screening CCC(=O)NNC(=O)C(C)Oc1ccc(Cl)cc1Cl (stereo not drawn) returned MITF primary 11, FBW7 act 0.2, GPR151 ag 0.8 and TEAD-YAP inh -9.
For Cc1cccc(S(=O)(=O)N2CCN(C)CC2)c1 the results were MITF primary 4, FBW7 act 0.2, GPR151 ag -1.0 and TEAD-YAP inh 8.
For COc1ccccc1N1CCN(S(=O)(=O)c2ccccc2C)CC1 the results were MITF primary 6, FBW7 act 0.0, GPR151 ag -0.2 and TEAD-YAP inh 12.
Screening CCc1nnc(NC(=O)CSc2nc(C(C)C)nc3c2c(=O)n(C)c(=O)n3C)s1 returned MITF primary -14, FBW7 act 0.0, GPR151 ag -1.6 and TEAD-YAP inh 2.
Cc1nc(-c2cncc(-c3cccs3)c2)cc(N2CCN(C)CC2)n1 was read as MITF primary 10, FBW7 act -0.1, GPR151 ag 0.9 and TEAD-YAP inh -5.
Screening CN(C(=O)CSc1n[nH]c(N)n1)C1CCCCC1 returned MITF primary -8, FBW7 act 0.1, GPR151 ag -2.1 and TEAD-YAP inh -8.
For COc1ccc(C)cc1NC(=O)COc1ccc(Br)cc1 the results were MITF primary 10, FBW7 act 0.0, GPR151 ag 1.4 and TEAD-YAP inh -3.
For COc1ccccc1CNC(=O)CN1N=C(c2ccccc2)CCC1=O the results were MITF primary -3, FBW7 act 0.0, GPR151 ag -1.1 and TEAD-YAP inh -18.
Screening COc1ccc(Cn2nnnc2C)cc1 returned MITF primary 5, FBW7 act 0.1, GPR151 ag 0.6 and TEAD-YAP inh -1.
For O=C(N/N=C\c1ccc(Cl)c([N+](=O)[O-])c1)c1ccc(F)cc1 the results were MITF primary 21, FBW7 act 0.1, GPR151 ag -0.3 and TEAD-YAP inh -4.
CCN(CC)C(=O)Nc1cc(OC)c(OC)c(OC)c1 was read as MITF primary -11, FBW7 act 0.1, GPR151 ag -0.4 and TEAD-YAP inh 11.
Cn1c(=O)cc(NC2CC2)n(Cc2ccccc2Br)c1=O was read as MITF primary -4, FBW7 act 0.0, GPR151 ag 0.1 and TEAD-YAP inh 0.
Screening CCc1cc(-c2[nH]ncc2-c2ccc(OC)cc2)c(O)cc1O returned MITF primary 17, FBW7 act 0.6, GPR151 ag -1.6 and TEAD-YAP inh 6.
CC(C)(C)C(=O)Nc1scc(-c2cccs2)c1C(=O)O was read as MITF primary -1, FBW7 act 0.1, GPR151 ag -0.1 and TEAD-YAP inh -6.
`COc1ccc(C)cc1NC(=O)CCc1c(C)[nH]c(=O)n(C)c1=O` gave MITF primary -6, FBW7 act -0.1, GPR151 ag -0.5 and TEAD-YAP inh -1.
COCCCN1C(=O)C(CC(=O)Nc2ccccc2)SC1=Nc1ccccc1 (stereo not drawn) was read as MITF primary 5, FBW7 act 0.1, GPR151 ag 1.9 and TEAD-YAP inh -4.
For CCOC(=O)c1c(C)[nH]c(C)c1C(=O)COC(=O)CN1C(=O)C2CCCCC2C1=O (stereo not drawn) the results were MITF primary -7, FBW7 act 0.3, GPR151 ag 3.2 and TEAD-YAP inh -3.
Screening CC(C)C(=O)OCC(=O)Nc1ccc([N+](=O)[O-])cc1 returned MITF primary 7, FBW7 act -0.3, GPR151 ag 0.7 and TEAD-YAP inh 3.
For C=CCn1c(CSc2nc(N)cc(N)n2)n[nH]c1=S the results were MITF primary 3, FBW7 act 0.3, GPR151 ag 1.4 and TEAD-YAP inh -20.
`CSc1ccccc1C(=O)N1CCc2nnc(CNC(=O)c3ccncc3)n2CC1` gave MITF primary 7, FBW7 act -0.1, GPR151 ag -0.6 and TEAD-YAP inh -7.
Screening COC(CNc1cc(-c2ccncc2)nc(C)n1)OC returned MITF primary -3, FBW7 act 0.0, GPR151 ag -0.6 and TEAD-YAP inh 1.
For CC1CCN(S(=O)(=O)c2ccc(F)c(C(=O)Nc3ccc(Cl)cc3C(F)(F)F)c2)CC1 the results were MITF primary -2, FBW7 act -0.1, GPR151 ag -0.4 and TEAD-YAP inh -4.
For N#Cc1ccccc1OCc1cccc(I)c1 the results were MITF primary 7, FBW7 act 0.3, GPR151 ag -3.5 and TEAD-YAP inh -51.
